HEK293 NOD2/NF-kB = inhibition of NOD2-driven NF-kB reporter – cell-based, luminescence, uHTS, HEK293 (AID 1566); HEK293 NOD2/NF-kB luciferase reporter, luminescence; higher % means a stronger effect; one-dose inhibition, % at 4 µM; EC50 in µM for titrated hits; actives 0.63% (n = 290,000); note: many of its hits are not listed in these tables
KOR beta-arrestin-1 = KOR agonists, beta-arrestin recruitment, primary screen, cell-based, luminescence, uHTS (AID 1777); KOR beta-arrestin recruitment, luminescence; higher % means a stronger effect; actives 0.02% (n = 280,000); one-dose activation, % at 10 µM; EC50 in µM for titrated hits; in the data active = activation above about 50%, passing the limit was not always enough; note: a part of the inactive calls stands beside numbers as strong as those of hits
human PMI inhibitors = human PMI inhibitors, high substrate, primary screen, biochemical, fluorescence intensity, high mannose 6-phosphate (AID 1220); recombinant PMI enzyme, coupled fluorescence intensity; higher % means a stronger effect; one-dose inhibition, % at 20 µM; IC50 in µM for titrated hits; actives 0.66% (n = 190,000)
NOD1 inhibition = NOD1 signaling inhibitors, primary screen, cell-based, luminescence, uHTS (AID 1578); NOD1-driven NF-kB luciferase reporter cells, luminescence; higher % means a stronger effect; inhibition, % at 4 µM, or EC50 in µM where a hit was titrated; actives 1% (n = 290,000); in the data active = inhibition mostly above about 36%, no sharp cut-off; inactive = mostly below about 34%;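 note: HEK-293T reporter cells stimulated with the NOD1 agonist gamma-tri-DAP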
PMI inhibitors = inhibitors of human PMI, primary screen, biochemical, fluorescence intensity, coupled assay (AID 1209); purified PMI enzyme, coupled fluorescence intensity; higher % means a stronger effect; inhibition, % at 20 µM; hits with a dose series show IC50 in µM; actives 0.42% (n = 190,000);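 note: plate controls were DMSO vehicle for no effect and wells lacking substrate for full effect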
XIAP antagonists = small molecules displacing peptide from XIAP – biochemical, IAP family, fluorescence polarization (AID 1018). XIAP BIR domain, fluorescence polarization peptide displacement; higher % means a stronger effect. one-dose displacement, % at 20 µM; IC50 in µM for titrated hits. actives 0.007% (n = 200,000); in the data active = displacement above about 50%; note: a part of the inactive calls stands beside numbers as strong as those of hits
KOR beta-arrestin-2 = KOR antagonists, beta-arrestin recruitment, cell-based, luminescence, uHTS (AID 1778); KOR beta-arrestin recruitment, luminescence, antagonist mode; higher % means a stronger effect; inhibition, % at 10 µM, or IC50 in µM where a hit was titrated; actives 0.091% (n = 290,000); note: strong numbers were not always called active
LYP inhibition = inhibitors of LYP phosphatase, biochemical, fluorescence intensity, uHTS (AID 1779); actives 0.054% (n = 290,000); recombinant LYP phosphatase, fluorescence intensity; higher % means a stronger effect; inhibition, % at 11.5 µM; hits with a dose series show IC50 in µM;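 note: plate controls were vehicle with enzyme for no effect and no enzyme for full effect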
TNAP activators = human TNAP enzyme activators, primary screen, biochemical, luminescent, no phosphate acceptor, uHTS (AID 1001); purified TNAP, luminescent activation assay, no phosphate acceptor; higher activation fold means a stronger effect; actives 0.03% (n = 200,000); activation fold at 20 µM; hits with a dose series show EC50 in µM; in the data active = activation fold from about 3, or a potency from the dose series; inactive = the rest, 99 in 100 with activation fold below about 1.6; note: many of its hits are not listed in these tables
Numbers without * were called inactive; . = no result given; [ ] = dose if it differs, or a comment. Cut-off read from the data, not from the text of the source, unless noted: active = inhibition above about 50%; inactive = the rest. Not all compounds are listed; the hit share may differ from the screen's.

HEK293 NOD2/NF-kB	KOR beta-arrestin-1	human PMI inhibitors	NOD1 inhibition	PMI inhibitors	XIAP antagonists	KOR beta-arrestin-2	LYP inhibition	TNAP activators	Compound
1%	1.4%	-34%	-38%	-39%	-5.2%	2%	-10%	1.1	Cc1[nH]c2ccccc2c1-c1nc2ccccc2[nH]1
6%	-3.0%	10%	-11%	17%	-2.9%	-6%	-5%	1.1	CCOC(=O)Cn1c(-c2ccccc2)nc2ccccc2c1=O
10%	-4.7%	31%	-6%	16%	-13%	-16%	-9%	1.1	O=[N+]([O-])c1ccc(N2CCN(C(=S)Nc3ccccc3)CC2)cc1
-13%	-1.9%	4%	-34%	6%	0.9%	14%	2%	1.1	CCC1C(=O)N=C(SCC(=O)Nc2cccc3ccccc23)NC1=O (configuration not stated)
-70%	-4.3%	6%	-38%	10%	0.2%	11%	7%	1.1	CS(=O)(=O)N(Cc1ccccc1)c1ccc(C(=O)N2CCN(c3cccc(Cl)c3)CC2)cc1
-6%	8.0%	5%	-12%	7%	-4.8%	-41%	-2%	1.1	Cc1ccc(-c2onc3ccc(C4(C)OCCO4)cc23)cc1
16%	-5.3%	4%	8%	8%	-8.1%	6%	-3%	1.1	O=C(c1ccco1)N1CCN(CC(O)COc2ccc3oc4ccccc4c3c2)CC1 (configuration not stated)
-2%	28%	-19%	-13%	-18%	-1.7%	19%	-3%	1.1	O=C(c1cc2c(s1)CCC2)N1C(=O)c2ccccc2S1(=O)=O
-3%	-3.4%	.	6%	.	.	3%	-9%	.	NS(=O)(=O)c1cccc(NC(=O)CC(NC(=O)c2ccccc2Cl)c2ccccc2)c1 (configuration not stated)
-9%	-2.9%	5%	16%	6%	-14%	.	1%	1.1	O=c1c2ccccc2nc(/C=C/c2ccc([N+](=O)[O-])cc2)n1CCCO
-24%	2.9%	-5%	-35%	2%	-2.7%	1%	-22%	1.1	C=C(C)C1Cc2cc3ccc(=O)oc3cc2O1 (configuration not stated)
42%	-0.7%	.	-1%	.	.	-2%	-3%	.	COc1ccc(CN2CCN(Cc3ccc4ccccc4c3)CC2)cc1OC
26%	-2.8%	-9%	-10%	-6%	-12%	-12%[20 µM]	-11%	1.1	CCN1C(C#N)=C(C#N)N=C(C)CC1(C)C
22%	5.3%	.	8%	.	.	-48%[20 µM]	-7%	.	CCCCc1ccc(S(=O)(=O)Nc2nnc(C)s2)cc1
-6%	6.4%	6%	-18%	11%	0.1%	15%	-1%	1.1	O=C(O)CCNc1nc(-c2ccccc2)nc2ccccc12
8%	1.8%	-21%	-20%	-20%	-8.6%	15%	-4%	1	Cc1ccc(C)c(CSc2ncccc2C(=O)O)c1
10%	0.5%	.	11%	.	.	-2%	-6%	.	Cc1nn(C(C)C(=O)NCCC2=CCCCC2)c(=O)c2nn(-c3ccccc3)c(C)c12 (configuration not stated)
-4%	-1.0%	.	-9%	.	.	-20%[20 µM]	-6%	.	CC(C)c1ccc(NC(=O)c2cc(S(=O)(=O)N3CCCCC3)c[nH]2)cc1
4%	-4.3%	-2%	9%	2%	-5.9%	5%	-7%	1.1	Cc1ccc(C(C(=O)NC2CCCCC2)N2CCC3(CC2)OCCO3)cc1 (configuration not stated)
-76%	-2.4%	-7%	-39%	-9%	-2.7%	-13%	-1%	1.2	O=C(c1ccc(Cl)cc1)c1cnc2ccccn12

Brought forward from above: 2 compounds, then new ones.
HEK293 NOD2/NF-kB	KOR beta-arrestin-1	human PMI inhibitors	NOD1 inhibition	PMI inhibitors	XIAP antagonists	KOR beta-arrestin-2	LYP inhibition	TNAP activators	Compound
4%	-4.3%	-2%	9%	2%	-5.9%	5%	-7%	1.1	Cc1ccc(C(C(=O)NC2CCCCC2)N2CCC3(CC2)OCCO3)cc1 (configuration not stated)
-76%	-2.4%	-7%	-39%	-9%	-2.7%	-13%	-1%	1.2	O=C(c1ccc(Cl)cc1)c1cnc2ccccn12
-12%	-1.8%	.	-49%	.	.	13%	-3%	.	O=C(c1ccccc1)N1CCN(CCc2ccccn2)CC1
-5%	6.1%	-3%	-23%	-5%	-3.0%	-21%	-9%	1.1	COc1ccccc1NC(=S)N1CCN(C(=O)c2ccco2)CC1
0%	5.6%	0%	-47%	0%	-2.4%	-4%	0%	1.1	COC(=O)c1cccc(NC(=O)CSc2nnc(C)n2C)c1
-6%	0.5%	11%	22%	18%	-9.6%	-5%	-9%	1.1	CC(=O)c1cc(CN2CCN(Cc3ccc(C)cc3)C(CCO)C2)cs1 (configuration not stated)
10%	0.1%	.	-22%	.	.	16%	-7%	.	CCOC(=O)C1=C(COC(=O)[C@@H]2CCCN2S(=O)(=O)c2ccc(C)cc2)NC(=O)NC1C (some centres not stated)
17%	-3.4%	-9%	-18%	-20%	-4.1%	-6%	-9%	1.1	CCOC(=O)C1CCCN(C(=O)c2cncc(Br)c2)C1 (configuration not stated)
5%	-4.8%	5%	-34%	6%	-9.3%	27%	1%	1	COC(=O)CCn1[nH]c(=O)c2ccccc2c1=O
-5%	0.4%	.	-8%	.	.	19%	-1%	.	O=C(O)c1ccc2oc(=O)c(S(=O)(=O)c3ccc(F)cc3)cc2c1
12%	-2.0%	0%	6%	1%	-0.5%	-29%	-8%	1.2	COCCCNC(=O)c1ccc(Cn2c(=O)c3ccccc3n(Cc3ccccc3C)c2=O)cc1
7%	2.2%	.	-13%	.	.	14%	-9%	.	COCc1ccc(CN2CCC(n3nccc3NC(=O)CCOc3ccccc3)CC2)o1
-13%	-5.8%	6%	12%	4%	-1.6%	-5%	-8%	1.2	COc1ccc(-c2oc3ncnc(N)c3c2-c2ccccc2)cc1
-2%	-2.1%	-6%	-13%	-15%	-3.2%	-4%	-21%	1.1	CN(C)/C=N/c1ncc(-c2ncc(C(F)(F)F)cc2Cl)cn1
1%	-3.3%	-68%	19%	-47%	71%	12%	-2%	1	C/C(CCc1oc2ccc(Cl)cc2c1-c1ccc(C)o1)=N\O
-1%	9.3%	.	1%	.	.	-95%[20 µM]	-7%	.	COc1ccc(-c2ccc(CCC(=O)O)n2-c2ccccc2OC)cc1
-2%	5.5%	10%	-12%	22%	0.5%	16%	3%	1.1	Cc1cccc(NC(=O)c2sc(-c3ccccc3)nc2-c2ccc([N+](=O)[O-])cc2)c1
12%	4.6%	-6%	-12%	-16%	0.0%	2%	-6%	1	Cc1cccc(C(=O)NCCc2ccc(S(N)(=O)=O)cc2)c1[N+](=O)[O-]
-5%	0.4%	.	-32%	.	.	-13%	1%	.	O=C(C1CCCN(S(=O)(=O)c2cc(Cl)ccc2Cl)C1)N1CCCC1 (configuration not stated)
-6%	1.8%	3%	-20%	-9%	-1.5%	-16%	3%	1.1	C=CCSc1nnc2c(n1)OC(c1cccnc1)N(C(C)=O)c1ccccc1-2 (configuration not stated)
0%	0.0%	-2%	27%	-1%	-5.2%	-4%	-8%	0.9	O=C(CSc1ncn[nH]1)NCc1ccccc1
15%	0.5%	0%	-10%	1%	-2.2%	-33%[20 µM]	-7%	1.1	CC(=O)N1CCN(Cc2nc3cc(NC(=O)Nc4ccccc4)ccc3n2C)CC1

A draw from above in order of molecular weight, ascending:
HEK293 NOD2/NF-kB	KOR beta-arrestin-1	human PMI inhibitors	NOD1 inhibition	PMI inhibitors	XIAP antagonists	KOR beta-arrestin-2	LYP inhibition	TNAP activators	Compound
-12%	-1.8%	.	-49%	.	.	13%	-3%	.	O=C(c1ccccc1)N1CCN(CCc2ccccn2)CC1
-13%	-5.8%	6%	12%	4%	-1.6%	-5%	-8%	1.2	COc1ccc(-c2oc3ncnc(N)c3c2-c2ccccc2)cc1
-2%	-2.1%	-6%	-13%	-15%	-3.2%	-4%	-21%	1.1	CN(C)/C=N/c1ncc(-c2ncc(C(F)(F)F)cc2Cl)cn1
-1%	9.3%	.	1%	.	.	-95%[20 µM]	-7%	.	COc1ccc(-c2ccc(CCC(=O)O)n2-c2ccccc2OC)cc1
10%	0.1%	.	-22%	.	.	16%	-7%	.	CCOC(=O)C1=C(COC(=O)[C@@H]2CCCN2S(=O)(=O)c2ccc(C)cc2)NC(=O)NC1C (some centres not stated)
12%	-2.0%	0%	6%	1%	-0.5%	-29%	-8%	1.2	COCCCNC(=O)c1ccc(Cn2c(=O)c3ccccc3n(Cc3ccccc3C)c2=O)cc1

(next part)
HEK293 NOD2/NF-kB	KOR beta-arrestin-1	human PMI inhibitors	NOD1 inhibition	PMI inhibitors	XIAP antagonists	KOR beta-arrestin-2	LYP inhibition	TNAP activators	Compound
12%	2.8%	.	-4%	.	.	23%	-6%	.	CC12CC(O)C3c4ccc(O)cc4CCC3C1CC/C2=N\O (configuration not stated)
16%	3.2%	1%	4%	11%	-0.3%	-25%	-4%	0.7	Cc1ccc(S(=O)(=O)Nc2ccc(N=Nc3ccc(O)cc3)cc2)cc1
-60%	-0.5%	2%	-33%	1%	-0.3%	-51%[20 µM]	-3%	1.1	O=C(O)c1ccccc1-c1csc(-c2ccccc2)n1
-1%	9.5%	.	-5%	.	.	14%	-2%	.	C/C(=N\NC(=O)c1cccc(N/N=C(\C)c2ccc([N+](=O)[O-])cc2)c1)c1ccc([N+](=O)[O-])cc1
12%	-3.3%	-2%	4%	-7%	-5.0%	-15%	-2%	1	Cc1cc(C)nc(NCC(O)CNc2ccccc2C)n1 (configuration not stated)
-14%	-5.2%	3%	-17%	8%	-4.2%	6%[20 µM]	-3%	1.1	CCN(CCn1cccn1)Cc1nc(-c2ccc(OC)cc2)no1
6%	-0.1%	11%	-18%	11%	-13%	0%	3%	1	Cc1ccc(S(=O)(=O)N(C)CC(=O)N2CCOCC2)cc1
-9%	-1.9%	9%	-27%	8%	-3.2%	2%	-3%	1.1	O=C(Cn1ccc([N+](=O)[O-])n1)N1CCCc2ccccc21
15%	-5.6%	-29%	-13%	-28%	-5.1%	18%	-10%	1.1	CCCC1CCC(=NNS(=O)(=O)c2ccc(C)c([N+](=O)[O-])c2)CC1 (configuration not stated)

Screening results (PubChem BioAssay)
